Screening data: PubChem BioAssay, several laboratories
Peg3 promoter: reduces Peg3 promoter-driven luciferase expression in HeLa; HeLa PEG-Prom luciferase reporter, luminescence, overnight; inhibition, % at 20 µM; 1.7% of 360,000 active;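 active = inhibition of at least 50% at 20 µM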
TRPM1 prom inh: MITF TRPM1 promoter inhibition in SK-MEL-5 cells. inhibition, % at 12.5 µM. SK-MEL-5 TRPM1 promoter luciferase, 24 h. 0.83% of 330,000 active. AID 488899;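 active = mean inhibition across replicates of 60% or more, whatever share of single replicates reaches that level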; also: values of inactives mirror those of a sister screen read the other way
CaV13 FRET inh: Primary screen for inhibitors of IQ motif and Ca2+-dependent inactivation inhibitor domain binding in CACNA1D, Förster resonance energy transfer in living cells, …; 0.098% of 340,000 active; AID 743397; HEK cells, CFP/YFP FRET ICDI-IQ, plate reader, 10 min; percent FRET-ratio fall versus neutral wells; inhibition, % at 12.3 µM;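 active = mean replicate inhibition of at least 30% and at least 1% of replicates passing that level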;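 also: 0% = median of the neutral control wells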
HIF-2a inh: blocks HIF-2a reporter activity | 786-0 RCC cells HIF-2a reporter, luciferase luminescence, overnight | inhibition, % at 18.8 µM | 0.72% of 360,000 active | AID 624352;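 active = inhibition of the luminescence signal of 40% or more relative to plate controls, in a single-dose primary screen at 18.75 µM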
PDI inh: PDI (human) enzyme inhibition | 0.052% of 350,000 active | PDI insulin aggregation turbidity, A650, 90 min | inhibition, % at 10 µM | P07237;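 active = mean inhibition across replicates of 30% or more, whatever share of single replicates reach that level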;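 also: absorbance from insulin aggregation driven by PDI reduction with DTT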
Target sequence (P07237 whole entry, looked up): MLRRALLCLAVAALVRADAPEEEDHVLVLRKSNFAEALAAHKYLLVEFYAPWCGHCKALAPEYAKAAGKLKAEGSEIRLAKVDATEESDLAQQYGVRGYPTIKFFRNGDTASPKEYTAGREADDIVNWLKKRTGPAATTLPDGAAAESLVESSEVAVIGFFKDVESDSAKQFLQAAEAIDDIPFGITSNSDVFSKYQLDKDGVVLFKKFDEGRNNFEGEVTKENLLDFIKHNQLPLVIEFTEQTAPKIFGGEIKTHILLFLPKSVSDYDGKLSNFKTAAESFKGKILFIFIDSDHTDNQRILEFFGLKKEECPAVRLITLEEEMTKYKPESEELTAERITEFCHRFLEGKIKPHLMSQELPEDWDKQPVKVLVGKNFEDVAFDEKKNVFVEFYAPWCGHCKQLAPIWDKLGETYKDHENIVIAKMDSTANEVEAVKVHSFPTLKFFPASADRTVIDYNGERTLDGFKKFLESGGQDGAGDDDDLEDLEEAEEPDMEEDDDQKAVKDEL
NR2E3 ag-1: human photoreceptor-specific nuclear receptor agonism; CHO-S Gal4-NCOR/VP16-NR2E3 two-hybrid, luciferase; inhibition of corepressor binding, % at 3.98 µM; 0.35% of 360,000 active; AID 602229;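 active = inhibition above the mean of all tested compounds plus 3 SD, cut at about 70% in these data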;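 also: 0% = DMSO with NR2E3 transfected cells and 100% = cells lacking NR2E3 construct; higher means lower luciferase signal from less NR2E3 corepressor binding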
Target sequence (Q9Y5X4 whole entry, looked up, the tested form may be a part): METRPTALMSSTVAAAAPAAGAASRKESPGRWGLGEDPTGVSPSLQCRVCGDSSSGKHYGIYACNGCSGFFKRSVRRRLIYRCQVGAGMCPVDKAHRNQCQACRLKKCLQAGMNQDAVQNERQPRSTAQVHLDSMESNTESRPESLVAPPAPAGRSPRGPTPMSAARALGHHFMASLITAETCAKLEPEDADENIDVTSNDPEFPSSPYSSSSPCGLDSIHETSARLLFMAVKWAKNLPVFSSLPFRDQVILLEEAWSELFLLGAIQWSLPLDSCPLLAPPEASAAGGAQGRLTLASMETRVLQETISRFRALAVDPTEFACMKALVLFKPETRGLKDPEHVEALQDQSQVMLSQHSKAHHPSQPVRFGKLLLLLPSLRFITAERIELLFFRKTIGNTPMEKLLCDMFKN
Vif imaging: HIV Vif inhibition. 0.35% of 340,000 active. inhibition, % at 7.49 µM. HEK293T cells, Vif self-association by quenched fluorescence, imaging, 24 h; in the data active = inhibition above about 50%, passing the limit was not always enough; also: some results filed as inactive read as strong as hits
Granule exo inh: blocks lytic granule exocytosis; TALL-104 LAMP-1 surface exposure, flow cytometry; cells stimulated with thapsigargin and PMA; AID 651702; 0.66% of 360,000 active; inhibition, % at 10 µM;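 active = inhibition above about 55%, limit read from the data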
aDG glyco act: alpha-DG glycosylation activation; Pro5-aDG cells, alpha-DG glycosylation AlphaScreen (IIH6); 0% Pro5, 100% B10-LARGE cell signal; activation, % at 10 µM; 0.22% of 360,000 active;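 active = activation of at least 8% versus controls, or a plate z-score of at least 8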;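 also: Pro5 are CHO cells carrying HIG-tagged alpha-DG that lacks glycosylation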
NR2E3 ag-2: agonists of human nuclear receptor NR2E3; GST-NR2E3/biotin-RetCOR TR-FRET, 1536-well; inhibition of corepressor binding, % at 4.78 µM; 0.12% of 320,000 active; AID 2300;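 active = percent inhibition above the cutoff of mean plus 3 SD of all tested compounds, set per screening campaign, cut at about 20% in these data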;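 also: 0% = DMSO wells and 100% = biotin wells as full block of FRET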
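Material: NR2E3–RetCOR corepressor complex / Amount: 1.35 nM GST-NR2E3 / Medium: Tris pH 7.5 / Compound: single nominal compound dose of 4.8 µM / Incubation: 5 h at 4 °C / Technique: TR-FRET, Eu(K)-anti-GST donor, streptavidin-D2 acceptor, ex 340, em 617/671 nm / Read-out basis: percent loss of FRET ratio relative to control wells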
iPSC survival up: hiPSC single-cell survival enhancement | AID 602274 | survival enhancement, % at 20 µM | ATPlite luminescence; 100% = ROCK inhibitor wells, 0% = DMSO | 0.044% of 360,000 active; in the data active = survival enhancement above about 18%;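 also: cells exposed to compounds for 16 hours before the ATP read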
Numbers without * were called inactive; x = no result given.

compound	Peg3 promoter	TRPM1 prom inh	CaV13 FRET inh	HIF-2a inh	PDI inh	NR2E3 ag-1	Vif imaging	Granule exo inh	aDG glyco act	NR2E3 ag-2	iPSC survival up
O=C(C1CCN(c2ncnc3c2nc2n3CCCCC2)CC1)N1CCN(c2cccc(Cl)c2)CC1	60*	28	-6	27	12	23	-7	-29	1.0	2	0.0
COC(=O)c1ccc(CNC(=O)COC(=O)c2ccc(N(C)C)cc2)cc1	14	10	-5	15	-5	-12	2	-2	0.1	-5	3.1
O=C(NCc1ccc2c(c1)OCO2)c1nc(Cn2cc([N+](=O)[O-])cn2)no1	-9	3	-3	9	-2	-11	3	-12	0.0	-9	-0.3
COc1cccc2oc3ccc(C#Cc4ccccn4)cc3c(=O)c12	-136	-40	-5	-195	-2	-90	4	-1	0.0	1	-2.3
O=C(CN(Cc1ccco1)C(=O)CNS(=O)(=O)c1ccccc1)NCc1ccccc1	14	-4	-5	24	-6	-12	6	-1	0.0	1	1.0
Cc1c(NC(=S)NC(=O)c2cccc3ccccc23)cccc1C(=O)O	15	-12	-1	4	-4	13	9	-2	-0.2	3	0.4
CCC(c1nnnn1-c1ccc2c(c1)OCCO2)N1CCN(c2ccc(C)cc2)CC1 (configuration not stated)	x	x	-5	5	x	19	x	15	1.1	x	0.0
O=C(NCCNc1ccc(Cl)cc1[N+](=O)[O-])c1cccnc1	10	7	3	-2	20	5	-2	-3	1.0	-3	0.5
COc1ccccc1-n1c(SCC(=O)NC(C)(C)C)nc(O)cc1=O	2	2	-7	7	-9	-10	-2	-4	0.0	2	-0.8
Cc1ccc(-n2nc3c(=O)n(CCCC(=O)NCc4cccc(Cl)c4)nc(C)c3c2C)cc1	16	31	-7	12	-6	33	4	0	1.3	-3	-0.4
Cc1ccccc1-c1nc(CS(=O)(=O)CC(=O)NCCCN2CCOCC2)c(C)o1	1	19	-7	12	0	10	-4	40	-0.1	-1	0.0
CCOC(=O)N1CCN(S(=O)(=O)c2cc(Br)cc3c2N(C(C)=O)C(C)C3)CC1 (configuration not stated)	8	-6	-5	17	4	-6	-11	5	0.4	2	-0.3
CC(C)c1ccc(N(CC(=O)NC2CCCC2)C(=O)CCC(=O)Nc2nccs2)cc1	10	-12	-2	13	8	-10	7	-6	0.4	2	-0.6
CCc1nc2ccc(C(=O)Nc3cc(-c4ccccc4)ccc3OC)cn2c1N(CC)CCN(C)C	84*	x	-5	-24	-1	9	8	60*	0.3	x	-5.7
COc1ccccc1N1CCN(S(=O)(=O)c2cc(C)sc2C)CC1	17	x	-3	15	x	-25	4	-4	0.0	0	-2.0
CCOC(=O)c1nnc2cc(-c3ccccc3)nn2c1C	-158	-29	-2	-158	6	-70	16	-2	-0.1	-1	-1.3
COc1cccc(N2CCN(CC(=O)N3CCN(S(=O)(=O)c4ccc(Cl)cc4)CC3)CC2)c1	22	9	x	15	0	17	2	4	0.5	x	-0.5
COc1nc(N(c2ccccc2)c2ccccc2)nc(-n2ccnc2)n1	19	10	-5	3	5	-37	-7	0	0.0	0	-1.6
C=CCn1c(SCC2=C(C(=O)OCC)C(C)NC(=O)N2)nnc1C1CCCCC1 (configuration not stated)	-3	2	-5	2	4	-10	-3	1	0.1	-1	-0.2
CCCCCOC(=O)C1=C(C)NC(=O)NC1c1ccccc1OCC (configuration not stated)	17	-17	0	33	-7	6	-14	1	0.0	-5	-0.3
CCc1cc(=O)oc2c3c(cc(OCC(=O)Nc4cccnc4)c12)OC(C)(C)CC3	5	8	x	-17	x	-18	-1	2	-0.3	0	0.2
CCN(CC)S(=O)(=O)c1cccc(C(=O)N[C@H](C(=O)NNC(=O)c2ccccc2)C(C)C)c1	-5	13	-2	17	-3	-12	-2	0	0.0	0	1.4
COC(=O)c1sc(S(=O)(=O)NCC(=O)O)c(C(=O)OC)c1C	5	-15	-3	10	6	3	-4	1	0.0	-2	-0.2
O=C(COC(=O)C1CC2CCCC(C1)C2=O)Nc1nc(-c2ccc(F)c(F)c2)cs1 (configuration not stated)	-118	-39	-5	-60	-6	9	4	2	-0.3	1	-0.6
Nc1ccn([C@@H]2O[C@H](C(=O)Nc3cc(C(F)(F)F)cc(C(F)(F)F)c3)[C@@H](O)[C@H]2O)c(=O)n1	9	x	x	4	x	9	x	-3	-0.1	x	4.9
Cc1cccc(C(=O)Nc2sc3c(c2C#N)CCCCC3)c1	-232	-88	x	-200	-4	-112	-12	-8	-0.1	2	-2.1
Cc1oc(-c2ccccc2F)nc1CS(=O)(=O)CC(=O)NC1CCCC(C)C1C (configuration not stated)	26	15	-7	4	-5	18	-6	0	-0.1	-1	0.4
FC(F)(F)c1ccc(-c2n[nH]c(=S)o2)nc1	6	13	-5	10	-1	7	6	1	-0.1	4	-0.4
COc1ccc(-c2cc3nc(-c4ccccc4)cc(N4CCC5(CC4)OCCO5)n3n2)cc1	49	-10	-8	-24	-11	8	x	1	0.1	3	-2.5
O=C(NCCCNC(=O)c1ccc(Cl)cc1Cl)c1ccccn1	1	9	-2	-4	-15	-27	12	1	-0.1	4	0.7

An excerpt from above in order of number of heavy atoms, ascending.
compound	Peg3 promoter	TRPM1 prom inh	CaV13 FRET inh	HIF-2a inh	PDI inh	NR2E3 ag-1	Vif imaging	Granule exo inh	aDG glyco act	NR2E3 ag-2	iPSC survival up
FC(F)(F)c1ccc(-c2n[nH]c(=S)o2)nc1	6	13	-5	10	-1	7	6	1	-0.1	4	-0.4
CCOC(=O)c1nnc2cc(-c3ccccc3)nn2c1C	-158	-29	-2	-158	6	-70	16	-2	-0.1	-1	-1.3
COC(=O)c1sc(S(=O)(=O)NCC(=O)O)c(C(=O)OC)c1C	5	-15	-3	10	6	3	-4	1	0.0	-2	-0.2
O=C(NCCCNC(=O)c1ccc(Cl)cc1Cl)c1ccccn1	1	9	-2	-4	-15	-27	12	1	-0.1	4	0.7
CCCCCOC(=O)C1=C(C)NC(=O)NC1c1ccccc1OCC (configuration not stated)	17	-17	0	33	-7	6	-14	1	0.0	-5	-0.3
COc1nc(N(c2ccccc2)c2ccccc2)nc(-n2ccnc2)n1	19	10	-5	3	5	-37	-7	0	0.0	0	-1.6
Cc1oc(-c2ccccc2F)nc1CS(=O)(=O)CC(=O)NC1CCCC(C)C1C (configuration not stated)	26	15	-7	4	-5	18	-6	0	-0.1	-1	0.4
CCc1cc(=O)oc2c3c(cc(OCC(=O)Nc4cccnc4)c12)OC(C)(C)CC3	5	8	x	-17	x	-18	-1	2	-0.3	0	0.2
Nc1ccn([C@@H]2O[C@H](C(=O)Nc3cc(C(F)(F)F)cc(C(F)(F)F)c3)[C@@H](O)[C@H]2O)c(=O)n1	9	x	x	4	x	9	x	-3	-0.1	x	4.9
COc1cccc(N2CCN(CC(=O)N3CCN(S(=O)(=O)c4ccc(Cl)cc4)CC3)CC2)c1	22	9	x	15	0	17	2	4	0.5	x	-0.5

The results go on:
compound	Peg3 promoter	TRPM1 prom inh	CaV13 FRET inh	HIF-2a inh	PDI inh	NR2E3 ag-1	Vif imaging	Granule exo inh	aDG glyco act	NR2E3 ag-2	iPSC survival up
CC1CCCC/C1=N\NC(=S)Nc1cccnc1 (configuration not stated)	1	11	14	4	0	-12	1	-1	0.3	3	2.3
CCOC(=O)C1CCN(C(=O)CSc2ccccc2)CC1	-23	-2	x	14	-1	-8	x	-2	0.1	-2	-2.1
CSc1ccc(C(=O)N2CCc3ccc(NC(=O)c4ccccn4)cc3C2)cc1	-131	-28	-3	-138	4	-37	0	0	0.4	-4	0.0
CC(C)NC(=O)NC(=O)COC(=O)Cc1ccsc1	20	3	x	27	0	-14	x	-2	0.0	-2	0.7
CC(C)n1cc(CN2CCC(n3nccc3NC(=O)CCCc3ccccc3)CC2)cn1	6	8	x	15	5	-4	-6	25	-0.1	x	-0.6
CC(NC(=O)COC(=O)C12CC3CC(CC(Br)(C3)C1)C2)c1ccccc1 (configuration not stated)	2	-2	-9	16	-2	-11	9	2	0.0	x	-0.1
Cc1cccc(N2C(=O)CC(N3CCN(Cc4ccc(Cl)cc4)CC3)C2=O)c1 (configuration not stated)	3	-3	x	20	3	5	x	5	-0.2	-3	-2.5
Cc1ccc(-c2cn3cccc(C)c3n2)cc1	-206	8	x	-129	2	-112	0	-2	0.1	x	0.1
COc1ccc(CC(=O)OCC(=O)NC(=O)Nc2ccccc2F)cc1	-5	2	-3	-10	-1	-7	4	25	-0.1	3	-1.5
CC1CCN(S(=O)(=O)c2ccc(S(=O)(=O)N3CCCC3)cc2)CC1	9	7	-7	10	0	-16	4	-5	0.0	-1	0.9
CCc1c(C(C)S(=O)(=O)c2ccccc2)[nH]c(=O)n1CC (configuration not stated)	4	2	-4	13	2	-16	-13	-2	-0.7	-1	3.0
Cc1ccccc1NC(=S)N(CCN(C)C)C(C)c1ccccn1 (configuration not stated)	-3	3	-3	-3	3	-11	-1	-2	0.1	6	0.1
Cc1ccccc1OCCOC(=O)c1ccc(S(=O)(=O)N2CCCC2)cc1	-4	-5	-2	0	14	-7	-2	1	-0.1	0	2.0
COc1ccc(S(=O)(=O)N(C)C[C@H]2OCCCC[C@H](C)Oc3ccc(N(C)C)cc3C(=O)N([C@H](C)CO)C[C@@H]2C)cc1	-6	x	-5	2	-5	-33	-13	1	0.1	x	-2.6
O=P(c1ccc2c(c1)OCCO2)(N1CCOCC1)N1CCOCC1	11	9	-1	-4	1	26	-18	4	-0.2	2	-0.3
COc1ccc(O)c(-c2cc(-c3ccc(F)cc3)n[nH]2)c1	-258	-43	-5	-339	-4	-168	-3	-1	0.2	1	-0.4
COc1ccc(CC(=S)N2CCOCC2)cc1OC	-1	-1	-5	20	-8	-25	x	2	0.0	2	-0.9
Cc1cc(C(=O)COc2ccccc2Cl)c(C)n1C1CC1	-268	-57	-5	-235	-10	-59	-2	-14	0.4	4	0.0
CC(C)Cn1c(N)c(C(=O)NCCN2CCOCC2)c2nc3ccccc3nc21	30	-6	-2	6	-5	-23	-2	4	-0.1	2	0.1
CCSc1nnc(NC(=O)Nc2cccc(C)c2)s1	-175	-67	-3	-283	1	-92	0	12	0.2	-4	1.1
O=C(O)c1ccc2c(c1)N(Cc1ccccc1)C(=O)c1ccccc1S2	0	-1	-4	11	4	-31	-3	-5	0.1	1	0.3
CC(C)(C)n1ncc2c(=O)n(CC(=O)Nc3ccc(Cl)cc3)cnc21	14	5	-6	10	-4	-11	-13	0	0.0	3	8.9

In another format: entries from further up.
Cc1cc(C(=O)COc2ccccc2Cl)c(C)n1C1CC1
- Peg3 promoter = -268
- TRPM1 prom inh = -57
- CaV13 FRET inh = -5
- HIF-2a inh = -235
- PDI inh = -10
- NR2E3 ag-1 = -59
- Vif imaging = -2
- Granule exo inh = -14
- aDG glyco act = 0.4
- NR2E3 ag-2 = 4
- iPSC survival up = 0.0
CCSc1nnc(NC(=O)Nc2cccc(C)c2)s1
- Peg3 promoter = -175
- TRPM1 prom inh = -67
- CaV13 FRET inh = -3
- HIF-2a inh = -283
- PDI inh = 1
- NR2E3 ag-1 = -92
- Vif imaging = 0
- Granule exo inh = 12
- aDG glyco act = 0.2
- NR2E3 ag-2 = -4
- iPSC survival up = 1.1
